Source: PubChem (several laboratories)
PPARg SRC-3 ag: PPARgamma-driven SRC-3 recruitment agonism. P37231. biochemical PPARgamma/SRC-3 coactivator recruitment assay. activation, % at 8 µM. actives 0.26% (n = 200,000); in the data active = activation above about 23%;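 note: 0% = DMSO and 100% = reference agonist; some compounds past the cut are filed as inactive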
Target sequence (P37231 whole entry, looked up): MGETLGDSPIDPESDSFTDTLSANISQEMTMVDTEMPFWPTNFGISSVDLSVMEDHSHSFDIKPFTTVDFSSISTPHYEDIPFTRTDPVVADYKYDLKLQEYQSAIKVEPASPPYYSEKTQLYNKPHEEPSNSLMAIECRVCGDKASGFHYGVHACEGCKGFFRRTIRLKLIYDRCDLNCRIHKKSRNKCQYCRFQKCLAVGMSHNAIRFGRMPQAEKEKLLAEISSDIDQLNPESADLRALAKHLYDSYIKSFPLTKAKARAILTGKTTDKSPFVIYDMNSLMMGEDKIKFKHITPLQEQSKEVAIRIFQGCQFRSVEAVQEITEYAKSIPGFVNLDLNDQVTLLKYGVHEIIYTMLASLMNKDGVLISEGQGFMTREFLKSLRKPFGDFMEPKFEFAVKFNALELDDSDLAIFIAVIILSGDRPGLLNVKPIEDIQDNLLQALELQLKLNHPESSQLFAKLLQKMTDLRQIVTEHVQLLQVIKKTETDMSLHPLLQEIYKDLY
bIAP activator: intestinal alkaline phosphatase (bovine) activation. purified bovine IAP, CDP-star luminescence, 30 min; active compounds read high; fold of DMSO-control signal, blank-subtracted. activation factor at 20 µM. actives 0.17% (n = 200,000). AID 1016;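 active = activation factor of 2 or more at 20 µM, a signal rise over negative controls twice the positive control's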
L major viab: Leishmania major promastigote growth inhibition; inhibition, % at 10 µM; Leishmania major promastigotes, resazurin fluorescence viability; actives 9% (n = 200,000); in the data active = inhibition above about 50%;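 note: promastigotes grown with compound for 44 hours at 28 °C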
ROMK mod: human ROMK K+ channel modulation, primary screen | Tet-inducible ROMK, thallium flux fluorescence; actives lie on both sides | B-score at 10 µM | actives 2% (n = 130,000) | AID 1918 | P48048;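 active = signal ratio slope over the read window, or its plate-corrected B-score, at least 3 SD from the plate mean, either direction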;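 note: B-score of the F/F0 ratio slope over 7 to 12 s after thallium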
S1P3 antagonist: S1P3 (human) receptor antagonism; Q99500; CHO S1P3 NFAT-BLA reporter, FRET fluorescence, antagonist mode; inhibition, % at 4.98 µM; actives 0.27% (n = 170,000);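 active = inhibition above the plate cutoff, the mean inhibition of test wells on that plate plus 3 SD, cut at about 28% in these data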;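 note: cells challenged with S1P at its EC80 of 0.8 µM; blue over green emission ratio from cleaved BLA substrate after 4 h stimulation; 0% = S1P-stimulated wells and 100% = unstimulated DMSO-only wells; some compounds past the cut are filed as inactive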
Target sequence (Q99500 whole entry, looked up): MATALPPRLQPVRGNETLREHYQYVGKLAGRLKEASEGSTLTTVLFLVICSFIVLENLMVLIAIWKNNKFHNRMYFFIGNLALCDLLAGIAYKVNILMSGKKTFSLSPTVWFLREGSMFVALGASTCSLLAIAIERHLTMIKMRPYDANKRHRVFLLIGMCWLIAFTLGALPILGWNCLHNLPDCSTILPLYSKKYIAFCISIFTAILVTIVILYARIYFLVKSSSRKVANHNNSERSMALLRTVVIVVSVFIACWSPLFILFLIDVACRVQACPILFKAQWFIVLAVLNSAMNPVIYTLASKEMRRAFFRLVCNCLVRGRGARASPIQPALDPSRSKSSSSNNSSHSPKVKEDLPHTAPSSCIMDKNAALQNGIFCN
Redox H2O2 prof: compounds producing H2O2 with reducing agent – biochemical, NIH compound library profiling, artefact control for MLSCN library redox annotation, primary screen | DTT-dependent redox cycling H2O2, phenol red/HRP absorbance; 100% = 100 µM peroxide control, 0% = buffer | activation, % at 10 µM | actives 0.03% (n = 200,000);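 active = activation of at least 50% relative to the plate's high and low controls in the primary single-dose screen; inactive = activation below 50%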;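 note: compound incubated with DTT at 0.8 mM final as the reducing agent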
TR-FRET SRC-2 ct: TR-FRET artefact, counter-screen to PPARgamma/SRC-2 agonist assay; active compounds read high; TR-FRET ratio at 8 µM; actives 0.4% (n = 200,000); AID 1049; in the data active = TR-FRET ratio above about 2000; note: inactives centre near 1500; reference of the scale not given here
bIAP inh: blocks bovine intestinal alkaline phosphatase activity | purified bovine IAP, CDP-star luminescence, 30 min | 190,000 tested, under 10 active | inhibition, % at 20 µM;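 active = over 50% inhibition of intestinal alkaline phosphatase at 20 µM in the single-dose screen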
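Incubation: 30 min reaction at room temperature / Material: purified bovine intestinal alkaline phosphatase (IAP) enzyme / Input: enzyme at 1/65,000,000 dilution / Dosing: 20 µM single dose / Signal: CDP-star luminescence signal / Reagent: CDP-star chemiluminescent phosphatase substrate, 30 µM final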
PPARg SRC-2 ag: agonists of SRC-2 recruitment by human PPARgamma | AID 1032 | PPARgamma LBD-SRC-2 recruitment, biochemical | actives 0.34% (n = 200,000) | activation, % at 8 µM; in the data active = activation above about 22%;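 note: 0% = vehicle and 100% = reference agonist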
PPARg SRC1 recr: agonists of human PPARgamma SRC-1 coactivator recruitment; P37231; PPARgamma-SRC-1 coactivator recruitment biochemical assay; activation, % at 8 µM; actives 0.41% (n = 200,000); in the data active = activation above about 19%;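 note: 0% = DMSO and 100% = reference agonist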
TLR4 MyD88 comp: TLR4-MyD88 interaction inhibition in cells; HeLa CL3-4 TLR4/MyD88 BLA complementation, FRET ratio; inhibition, % at 8.4 µM; actives 0.18% (n = 200,000); AID 861; in the data active = inhibition above about 25%;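 note: 0% = vehicle and 100% = reference inhibitor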
Starred values were filed as active, the others as inactive; · = not tested or not shown.

SMILES	PPARg SRC-3 ag	bIAP activator	L major viab	ROMK mod	S1P3 antagonist	Redox H2O2 prof	TR-FRET SRC-2 ct	bIAP inh	PPARg SRC-2 ag	PPARg SRC1 recr	TLR4 MyD88 comp
CN(CC(=O)Nc1ccccc1Sc1ccccc1)C1CCCCC1	5	0.7	9	0.19	-14	0.1	1611	28	-3	2	-2
CC(C)(C)c1ccc(-n2nc(C#N)c(Cl)cc2=O)cc1	1	0.9	101*	-0.011	-5	-1.7	1481	12	-4	-4	42*
COc1ccc(/C=C2\SC(=N)N(c3ccc(F)cc3)C2=O)cc1	0	0.9	-2	0.84	-7	0.1	1569	9	0	-1	-16
O=C(NCc1cccs1)C1CCC(CNS(=O)(=O)c2cccs2)CC1 (stereo not drawn)	5	0.9	0	1.7	·	-0.1	1609	8	2	5	-3
O=C(CCCn1c(=O)[nH]c2ccccc2c1=O)NC1CCCCCC1	-5	1	-2	-0.044	-9	1.6	1272	-5	1	2	7
COc1ccc(-c2ccc(C3C(C#N)=C(N)Oc4n[nH]c(C)c43)o2)cc1 (stereo not drawn)	-4	0.9	71*	·	·	1.7	1553	9	-4	-3	3
O=C(Nc1nnc(C23CC4CC(CC(C4)C2)C3)s1)c1ccco1	-4	1	-6	0.76	15	0.6	1563	0	8	3	-8
CC(=C/C(=O)O)/C=C/c1ccc([N+](=O)[O-])cc1	0	1.5	4	·	-6	-0.1	1560	-51	3	4	0
CCSc1nnc(NC(NC(C)=O)(C(F)(F)F)C(F)(F)F)s1	-2	1	-6	0.31	4	0.7	1609	0	1	7	-2
COc1ccccc1NC(=O)CC(NC1CCCCC1)C(=O)O (stereo not drawn)	2	1.1	1	0.052	6	-0.7	1594	-15	1	1	-3
O=C(Nc1cccc(Cl)c1)N(CCN1CCOCC1)Cc1ccccc1F	1	0.9	1	-1.3	·	0.0	1329	10	5	2	-2
Cc1sc(NC(=O)c2ccco2)c(C(c2cccnc2)N2CCN(C)CC2)c1C (stereo not drawn)	1	1	9	·	·	-4.0	1531	-2	3	5	18
COc1ccc(NC(=O)CSc2nnc(-c3ccccc3C)n2N)cc1OC	11	1	-7	·	-5	1.9	1624	3	2	5	-2
CCOC(=O)c1csc(-c2ccc(OC)c(OC)c2)n1	3	1	-5	0.09	2	-0.3	1646	-3	2	7	-7
O=c1cnnc(N/N=C/c2c[nH]c3ccccc23)[nH]1	5	0.9	3	0.023	5	0.1	1737	7	5	10	-5
O=C(CC1OC(=O)c2ccccc21)c1ccco1 (stereo not drawn)	-8	1	2	-0.7	11	-0.5	1618	2	-2	3	12
O=C(Nc1nnc(C2CCCCC2)s1)c1ccco1	3	0.9	-2	1.5	3	0.0	1456	7	-1	2	-4
OCCNc1cnc2ccccc2n1	-1	1	-1	1.5	-11	-1.9	1576	1	-3	2	2
Cc1nonc1NC(=O)OC1CCCCC1	16	0.9	-6	·	-52	-0.5	1507	8	0	12	8
COc1cc2nc(C3CCC3)n(NC(=O)COc3ccccc3)c(=O)c2cc1OC	2	1	-2	·	-33	-1.4	1761	0	6	11	-1
CCNC(=S)N/N=C/c1cccs1	-1	0.9	100*	0.11	·	0.9	1581	11	-3	7	7
Cc1ccc(Nc2cc(=O)n(C3CCCCC3)c(=O)[nH]2)cc1C	2	1	34	0.37	17	-3.8	1497	3	2	9	5
COc1ccc(-n2c(CNC(=O)c3cc(OC)c(OC)c(OC)c3)n[nH]c2=S)cc1	-14	0.9	-2	·	-40	1.9	1493	6	-9	-4	10
O=c1oc2cc(O)ccc2c2c1CCCC2	-1	1	-6	-1.4	16	0.1	1650	4	7	5	-10

A second format for some results above:
Compound | PPARg SRC-3 ag | bIAP activator | L major viab | ROMK mod | S1P3 antagonist | Redox H2O2 prof | TR-FRET SRC-2 ct | bIAP inh | PPARg SRC-2 ag | PPARg SRC1 recr | TLR4 MyD88 comp
CCNC(=S)N/N=C/c1cccs1 | -1 | 0.9 | 100* | 0.11 | · | 0.9 | 1581 | 11 | -3 | 7 | 7
Cc1ccc(Nc2cc(=O)n(C3CCCCC3)c(=O)[nH]2)cc1C | 2 | 1 | 34 | 0.37 | 17 | -3.8 | 1497 | 3 | 2 | 9 | 5
COc1ccc(-n2c(CNC(=O)c3cc(OC)c(OC)c(OC)c3)n[nH]c2=S)cc1 | -14 | 0.9 | -2 | · | -40 | 1.9 | 1493 | 6 | -9 | -4 | 10

(cont.)
SMILES	PPARg SRC-3 ag	bIAP activator	L major viab	ROMK mod	S1P3 antagonist	Redox H2O2 prof	TR-FRET SRC-2 ct	bIAP inh	PPARg SRC-2 ag	PPARg SRC1 recr	TLR4 MyD88 comp
O=C(Nc1ccn(Cc2ccccc2)n1)c1n[nH]c([N+](=O)[O-])c1Cl	6	1	0	·	-11	-0.5	1627	2	0	7	-2
CN(C)C(=O)N1CCC(C(=O)NC2CCCCCCC2)CC1	-2	1.1	2	·	-7	2.2	1375	-6	-5	-2	14
CCCCSc1nc2c(cnn2-c2ccc(C)c(C)c2)c(=O)[nH]1	0	0.9	12	·	-31	0.4	1313	11	0	-9	0
O=C(NCCc1c[nH]c2ccccc12)C(=O)NCC1OCCN1S(=O)(=O)c1ccccc1 (stereo not drawn)	0	0.9	70*	-0.61	-27	0.1	1376	10	-8	-5	0
COc1ccc(C2CC3(CC(C)(C)NC(=S)N3)Oc3cc(O)cc(C)c32)cc1OC (stereo not drawn)	1	0.9	1	1.7	-16	-0.1	1547	9	-3	7	-9
O=C(O)CSc1nnc(CNc2ccc(Cl)cc2)n1Cc1ccccc1	2	1	-8	·	4	3.3	1364	4	-1	-6	5
CC(=O)Nc1ccc(/C(C)=N/NC(=O)c2ccccc2Cl)cc1	2	0.9	46	-0.71	-10	0.3	1426	11	-4	0	12
CC1(C)CC(NC(=S)NCc2ccc3c(c2)OCO3)CC(C)(C)N1	4	1	-5	0.0059	-13	0.6	1468	4	-10	7	-2
O=C(CCC1CCCC1)NCc1cccs1	7	0.9	-4	·	·	-3.9	1602	7	9	12	-8
Cc1ccccc1OCC(=O)Nc1ccc(S(=O)(=O)Nc2ccccn2)cc1	-1	0.9	-8	·	-30	0.3	1622	8	7	2	10
CS(=O)(=O)N(CC(=O)N1CCN(Cc2ccc3c(c2)OCO3)CC1)Cc1ccc(Cl)cc1	6	1.1	98*	-1	·	0.3	1582	-7	0	1	-2
Cc1cc(C)n2nc(SCc3nnc(SCc4ccccc4Cl)s3)nc2n1	0	0.8	-6	0.28	·	-2.6	1561	20	2	-1	8
COc1ccc(-c2c(N)n[nH]c2C)cc1OC	0	1.2	-4	0.027	1	0.9	1625	-20	-1	8	-6
Cc1cc(N2CCN(C(=O)c3ccco3)CC2)n2ncnc2n1	-5	0.9	-2	·	·	1.6	1463	11	-4	5	0
Cc1csc(NC(=O)c2cc3c(s2)CCC3)n1	-6	1	18	-0.42	·	-0.5	1593	1	-5	0	-3
O=C(/C=C/c1cn(-c2ccccc2)nc1-c1ccc2c(c1)OCCO2)NCCO	3	0.9	7	0.73	-17	-3.3	1661	8	8	-3	7
O=c1cc(CN2CCN(c3ccc(F)cc3)CC2)c2cc3c(cc2o1)CCCC3	-7	0.5	-1	·	·	2.6	1746	·	1	5	10
CCOc1ccc(OCCOCCN2CCOCC2)cc1	9	1	94*	0.69	·	0.0	1537	-1	8	3	7
COc1ccc(C(=O)CSc2nnc(-c3ccco3)o2)cc1	5	1	-2	-0.81	-10	-0.1	1631	4	15	11	-1
O=c1[nH]n2c(-c3ccccc3)nc(O)c2c2ccccc12	2	1.2	-7	2.4	-7	0.6	1629	-22	-1	5	-20
O=C(NNS(=O)(=O)c1ccc(C(=O)NC2CCCC2)cc1)c1ccncc1	-2	1.2	5	0.39	-16	-2.1	1484	-22	9	5	1
Cc1ccc(NC(=O)COC(=O)C2CC2C)c(S(=O)(=O)N2CCCCC2)c1 (stereo not drawn)	2	1.1	-5	·	1	1.3	1573	-8	6	7	2
COc1ccc2nc(NC(=O)c3cccc(OCc4c(C)noc4C)c3)sc2c1	-1	1.1	9	·	24	0.1	1465	-5	9	-2	3
Cc1ccc(N(CC(=O)Nc2cc(Cl)ccc2Oc2ccccc2)S(C)(=O)=O)c(C)c1	-3	0.9	38	-0.37	·	0.1	1346	8	1	-1	-14
CN1C(=O)CS/C1=N\NC(=O)COc1cccc2cccnc12	0	1	2	0.25	-8	0.5	1546	5	-10	-5	-9
Cc1ccc(CN(Cc2ccco2)C(=S)NCC(=O)NCc2cccnc2)cc1	1	1.4	0	-0.34	-19	-0.5	1759	-40	10	2	3
CCOc1ccccc1CN1CCN(Cc2cccc3c2OCO3)CC1CCO (stereo not drawn)	-5	1.1	21	-0.6	-11	-1.1	1491	-7	-10	3	3
C=C(C)C1CC=C(CN2CCC(O)CC2)CC1 (stereo not drawn)	5	1	93*	0.02	·	0.4	1437	-4	1	-2	2
CCOc1ccc(C(=O)CSCC(=O)O)cc1	0	1	14	1.2	-9	-0.8	1529	-2	-4	-10	-14
O=C(CCN1C(=O)/C(=C/c2cccc(Br)c2)SC1=S)NNC(=O)c1cccnc1	-4	1.3	3	·	·	0.7	1464	-28	7	2	-3
COC(=O)c1ccc(NC(=S)Nc2cccc(C)n2)cc1	3	1	2	0.08	2	-0.8	1537	0	6	3	-13
CC1=CC2=NC(=O)/C(=C\c3cc(C)n(-c4ccc(F)cc4)c3C)C(=N)N2O1	3	1.3	-2	·	-18	-0.5	1662	-30	6	13	-12
COc1ccc(Br)cc1S(=O)(=O)NNC(=O)c1c(C)nc2ccccn12	4	1	-9	·	-5	-0.8	1481	3	-2	2	3
COc1ccc(NC(=O)CN2CCN(CC(=O)Nc3ccccc3Cl)CC2)cc1	-6	1.1	4	-1.1	-38	0.1	1438	-10	4	1	2
O=S(=O)(NCCc1ccccc1)c1cccc2nsnc12	-3	0.5	-4	0.029	·	0.2	1698	·	2	5	0
CC1(C)CC(=O)C=C(NNC(=O)c2ccccc2O)C1	11	1.1	-7	·	·	-4.2	1661	-8	13	1	-3
COc1ccccc1NC(=O)Cc1noc(CSc2nnc(C(F)(F)F)n2C)n1	8	1.1	-8	0.59	-23	0.8	1764	-6	13	3	-12
Cc1ccc(NC(=O)CSC(C)C(=O)NCCc2ccccn2)cc1 (stereo not drawn)	-2	1.1	4	-2.8*	-21	0.8	1341	-6	5	2	-9
COc1cc2c(cc1NC(=O)c1cccnc1)CCCC2	8	0.9	6	-0.58	7	-0.2	1518	6	1	-1	-4
O=c1[nH]c(CSc2nc(-c3ccc(F)cc3)cs2)nc2ccccc12	-5	0.5	47	0.98	1	0.2	1543	49	-4	-7	-1
O=C(CN1CCC(C(=O)c2ccc(F)cc2)CC1)Nc1ccccc1	8	1	25	·	-28	2.8	1633	5	8	3	0
O=S(=O)(c1cccs1)N1CCc2ccccc21	-10	0.8	41	-1.6	7	1.1	1415	21	1	3	0
CCOC(=O)C1Sc2[nH]c(=O)sc2C(c2ccc(Cl)cc2)C1C(=O)OCC (stereo not drawn)	-4	0.7	33	0.077	·	0.2	1430	31	-2	-2	-9
CC(C)(C)c1nc(SCC(=O)N2CCCC2)c2ccccc2n1	3	1	9	-0.078	-14	0.6	1519	3	15	2	-5

Not a hit list (roughly 11% active in at least one column).
